B2AR arrestin: qHTS assay of beta-arrestin-biased ligands of beta2-adrenergic receptor; AID 492947, 2010; hit rate 0.02% among 330,000; Beta-2 adrenergic receptor (Homo sapiens), P07550; beta-arrestin recruitment to beta2AR, cell-based reporter; Potency, µM (top dose mostly 46.1 µM), without a hit: at the highest dose activation, actives largely listed as activators;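 note: potency is the fitted concentration of half-maximal effect; 0% = DMSO controls and full agonism = EC100 isoproterenol or metaproterenol; nearly all actives have a fitted effect of over 65% in size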
FBPA coupling cs: qHTS Assay for Inhibitors of Fructose-1,6-bisphosphate Aldolase from Giardia Lamblia: Coupling assay counterscreen | coupling enzyme system counterscreen, AmpLite Red fluorescence | activity change, negative = inhibition, % at 58.2 µM, hits read low | hit rate 0.67% among 290,000; in the data active = activity change below about -30%; note: % is set by controls: 0 for no effect and ±100 for the full control effect
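Coupling enzymes only (glyceraldehyde-3-phosphate) + compound, at 57.5 uM final, 10 min RT; add substrate/coupling/AmpLite Red mix, 20 min RT; fluorescence ex 525/em 598 nm. Actives flag coupling-system interference.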
KCNH2 3.1 inh: qHTS for Inhibitors of KCHN2 3.1: Mutant qHTS | activity change, % (tested at about 1.8 µM) | AID 720553, 2013 | U2OS KCNH2 3.1, thallium flux FluxOr; stronger effect = lower value | hit rate 0.95% among 340,000 | Potassium voltage-gated channel subfamily H member 2, brain isoform KCNH2 3.1 (human);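 active = maximum activity change below -70%; inconclusive = maximum activity change from -70% to -50%; inactive = maximum activity change above -50%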;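 note: thallium influx rate constant from kinetic fluorescence after stimulation buffer; % is set by controls: 0 for no effect and ±100 for the full control effect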
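Thallium flux read-out: FluxOr dye with Red40 quencher in HBSS/HEPES, 45 min at RT. Rate constants from kinetic reads were normalized to positive and negative DMSO controls. Cells: U2OS virally expressing the 3.1 isoform.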
PKM2 act: qHTS Assay for Activators of Human Muscle isoform 2 Pyruvate Kinase; purified PKM2, Kinase-Glo ATP luminescence, activation; response scale: 0% is enzyme alone, no compound; Potency, µM (highest dose often 57.5 µM), for inactives: at the top dose activation, most hits filed as activators; hit rate 0.34% among 260,000; note: potency is the fitted concentration of half-maximal effect; % is set by controls: 0 for no effect and ±100 for the full control effect; nearly all actives have a fitted effect of over 55% in size
Target sequence (P14618 whole entry, looked up, canonical isoform): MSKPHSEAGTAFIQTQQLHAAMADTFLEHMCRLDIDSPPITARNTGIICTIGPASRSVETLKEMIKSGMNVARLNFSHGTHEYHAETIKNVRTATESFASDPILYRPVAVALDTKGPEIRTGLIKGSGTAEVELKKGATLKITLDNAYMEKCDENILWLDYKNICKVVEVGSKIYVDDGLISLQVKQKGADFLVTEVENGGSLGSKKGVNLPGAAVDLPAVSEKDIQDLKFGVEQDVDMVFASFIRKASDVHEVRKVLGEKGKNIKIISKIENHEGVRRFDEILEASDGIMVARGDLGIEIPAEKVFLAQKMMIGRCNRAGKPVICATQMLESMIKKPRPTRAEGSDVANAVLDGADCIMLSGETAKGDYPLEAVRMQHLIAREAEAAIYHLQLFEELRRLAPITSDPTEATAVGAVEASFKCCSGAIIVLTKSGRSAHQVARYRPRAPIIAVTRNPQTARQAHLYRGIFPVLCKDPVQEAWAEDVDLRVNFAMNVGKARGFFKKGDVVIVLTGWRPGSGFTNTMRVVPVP
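Kinase-Glo luminescence reports ATP generated from ADP (0.1 mM) and PEP (0.5 mM) by purified hPK-M2 after 1 h at room temperature, pH 7.2 imidazole buffer; intermediate enzyme activity allows detecting inhibitors and activators.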
Giardia kill: Small Molecules that selectively kill Giardia lamblia: qHTS. Giardia lamblia trophozoite viability. activity change, % at 7.66 µM, hits read low. hit rate 0.15% among 340,000. AID 540267, 2011; in the data active = activity change below about -80%; inconclusive = between about -30% and that limit;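 note: parasites exposed to compound for two days anaerobically before the ATP read; % is set by controls: 0 for no effect and ±100 for the full control effect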
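ATP-content bioluminescence gauges trophozoite survival. Cells (100/well) receive compound and incubate anaerobically for 48 hrs at 37 deg C; detection reagent follows for 15-30 min at room temperature.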
KCNH2 WT inh: qHTS for Inhibitors of KCHN2 3.1: Wildtype qHTS; U2OS, BacMam KCNH2, thallium flux FluxOr; stronger effect = lower value; hit rate 0.37% among 340,000; AID 720551, 2013; activity change, % at 1.84 µM; Voltage-gated inwardly rectifying potassium channel KCNH2 (Homo sapiens), Q12809;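 active = maximum activity change below -70%; inconclusive = maximum activity change between -70% and -50%; inactive = maximum activity change above -50%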; note: % is set by controls: 0 for no effect and ±100 for the full control effect
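U2OS cells were transduced with wild-type KCNH2 virus (2.03 x 10^8 / mL) for 4 h at room temperature, then cultured overnight at 37 C. Thallium flux was read with FluxOr dye. Rate constants were normalized to DMSO controls.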
GALK inh: qHTS Assay for Inhibitors of Human Galactokinase (GALK). P51570. hit rate 0.007% among 270,000. Potency, µM (top dose mostly 57.5 µM), for inactives: at the top dose activity change, negative = inhibition, usual class: inhibitors. Purified GALK, Kinase-Glo residual ATP luminescence; note: potency is the fitted concentration of half-maximal effect; % is set by controls: 0 for no effect and ±100 for the full control effect
Target sequence (P51570 whole entry, looked up): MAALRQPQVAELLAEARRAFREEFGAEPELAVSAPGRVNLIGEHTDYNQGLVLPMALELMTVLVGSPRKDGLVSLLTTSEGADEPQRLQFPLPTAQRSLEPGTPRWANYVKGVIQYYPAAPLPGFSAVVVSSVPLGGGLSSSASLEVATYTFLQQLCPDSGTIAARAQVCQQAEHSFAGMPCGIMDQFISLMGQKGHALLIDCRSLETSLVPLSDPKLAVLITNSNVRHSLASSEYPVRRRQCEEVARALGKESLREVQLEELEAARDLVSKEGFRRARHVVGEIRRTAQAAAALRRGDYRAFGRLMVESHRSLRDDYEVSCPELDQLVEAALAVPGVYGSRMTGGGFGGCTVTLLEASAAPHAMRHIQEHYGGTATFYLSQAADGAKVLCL
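GALK at 5 nM final was combined with compound, 35 uM ATP and 100 uM galactose in HEPES pH8.0 with MgCl2 and DTT. The reaction ran one hour at room temperature before luminescent ATP detection.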
USP2a block: qHTS Assay for Inhibitors of Ubiquitin-specific Protease USP2a Using CHOP2 as the Reporter; Ubiquitin carboxyl-terminal hydrolase 2 (Homo sapiens), O75604; USP2 core, Ub-CHOP2 coupled fluorogenic reporter, 485/531; Potency, µM (doses to about 38.3 µM), for inactives: top-dose activity change, negative = inhibition, most hits filed as inhibitors; hit rate 0.01% among 330,000; AID 463254, 2010;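 note: potency is the fitted concentration of half-maximal effect; plate controls were DMSO wells for no effect and full inhibition by NEM control for full effect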
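Deubiquitinase activity read as fluorescence (485/531 nm) after Ub-CHOP2 cleavage activates the enterokinase reporter on its substrate; USP2 core 10nM, Ub-CHOP2 and substrate 25nM each, 30min compound preincubation then 60min RT; data normalized to NEM, curves fitted.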
Menin MLL FP TR: qHTS Assay for Inhibitors Targeting the Menin-MLL Interaction in MLL Related Leukemias: Competition With Texas Red Labeled MLL-derived Mutant Peptide; Potency, µM (top dose mostly 61.6 µM), for inactives: at the top dose FP activity change, negative = inhibition, usual class: inhibitors; hit rate 0.23% among 270,000; Menin + Texas Red MLL mutant peptide, fluorescence polarization; O00255; active = well fitted inhibition curve with a large enough effect in the polarisation, with a control signal flat, not every such curve was filed as active; inconclusive = small, poorly fitted or top-dose-only effect, or effect the other way, or a change in a side signal; inactive = no such curve, though single readings can be large or run the other way; the % refers to the polarisation; note: potency is the fitted concentration of half-maximal effect; % of control where 0% means no effect; many of its hits are not listed in these tables
MLL CXXC-DNA inh: qHTS Fluorescence Polarization Assay for Inhibitors of MLL CXXC domain - DNA interaction | Histone-lysine N-methyltransferase 2A (Homo sapiens), Q03164 | MLL-CXXC / FITC-HOXA9 DNA fluorescence polarization | Potency, µM (top dose mostly 115 µM), without a hit: at the top dose activity change, negative = inhibition, most hits filed as inhibitors | hit rate 0.037% among 290,000; active = well fitted inhibition curve with a large enough effect in the polarisation, with a control signal flat, not every such curve was filed as active; inconclusive = small, poorly fitted or top-dose-only effect, or effect the other way, or a change in a side signal; inactive = no such curve, though single readings can be large or run the other way; the % refers to the polarisation; note: potency is the fitted concentration of half-maximal effect
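Purified MLL-CXXC (added from a 7 uM solution) was preincubated 5 min at ambient with pinned compounds in 50 mM Tris-HCl pH 7.5, 50 mM NaCl, 1 mM DTT, 0.05% BSA. Fluorescein-labeled HOX-A9 DNA (50 nM solution) followed, 30 min, then polarization read.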
TRPV1 ag: HTS Assay for Compounds that Act as Agonists of the Vanilloid Receptor 1 | activation, % at 8.33 µM | TRPV1-expressing cells, Fluo-8 calcium influx, agonist mode | hit rate 0.19% among 320,000 | AID 540275, 2011 | Transient receptor potential cation channel subfamily V member 1 (Homo sapiens), Q8NER1; in the data active = activation above about 80%; inconclusive = between about 30% and that limit; note: 0% is about no effect
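TRPV1-expressing cells were cultured overnight at 35.5C and loaded with Fluo-8 calcium dye for 40 to 90 min at room temperature. After a 10 s baseline, compound was added and calcium influx was read kinetically for 3 min (ex 480/em 520 nm).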
* = called active by the depositor; ? = inconclusive; . = not tested or not shown. Unless noted, calls come from the whole dose curve; as a rule, active = well fitted curve in the direction sought with a large enough effect; inconclusive = small, poorly fitted or top-dose-only effect, or another doubt; inactive = no such curve, though single readings can be large; an effect the other way counts as inactive or inconclusive. These rows are one share of the data, so the mix of outcomes need not match the whole.

SMILES	B2AR arrestin	FBPA coupling cs	KCNH2 3.1 inh	PKM2 act	Giardia kill	KCNH2 WT inh	GALK inh	USP2a block	Menin MLL FP TR	MLL CXXC-DNA inh	TRPV1 ag
Cc1cccc(N2CCN(S(=O)(=O)c3ccc4c(c3)C(C)(C)C(=O)N4C)CC2)c1C	-0.1%	1	4	-15%	25	11	.	-1%	12%	.	-2
c1ccc2c(Cn3nnc4ccccc43)cccc2c1	-0.7%	8	-11	16%	12	11	0%	4%	3%	-1%	17
Clc1ccc(-c2nnnn2-c2ccc(Cl)cc2)cc1	-0.2%	4	-33	-1%	-15	-2	4%	0%	.	-17%	7
Cc1nc(SCC(=O)Nc2cccnc2Cl)nc(C)c1C	0.3%	-1	0	2%	-10	-24	-5%	2%	-7%	-1%	2
O=S(=O)(c1cc(Cl)cc(Cl)c1O)N1CCC2(CC1)OCCO2	-0.6%	.	14	-5%	-8	-11	-4%	2%	.	4%	-1
COCCNC(=O)Cn1cc2c(n1)CCCCC2	-0.1%	0	15	-4%	24	-2	2%	0%	12%	0%	-3
COc1ccc(S(=O)(=O)Cc2ccc(C(=O)N3CCN(c4cccc(C)c4)C(C)C3)o2)cc1 (stereo not given)	0.3%	1	-4	6%	-5	-8	2%	-1%	-11%	-9%	0
CC1=C/C(=C/N(C)c2ccccc2)C(=O)S1	0.1%	0	-2	-2%	1	-5	-2%	3%	-6%	1%	6
O=C(Nc1cccc(S(=O)(=O)NC2=NCCC2)c1)C1CCC1	-0.8%	5	3	-1%	-3	0	-5%	0%	3%	-10%	-6
CCCc1ccc(OCc2ccc(C(=O)NN)o2)c(OC)c1	0.1%	3	-15	.	-10	-5	2%	9%	?	?	?
O=C(COC(=O)/C=C/c1ccccc1Cl)NCCNC(=O)COC(=O)/C=C/c1ccccc1Cl	-0.7%	1	-6	3%	-2	8	4%	2%	?	?	-3
O=C(NCc1ccccc1)c1ccc(Oc2ccc(C(=O)NCc3ccccc3)cc2)cc1	-0.3%	0	-14	11%	-3	-8	0%	1%	-2%	10%	11
CCOc1ccc(CN(C)CCc2ccccn2)cc1	-0.1%	-1	-39	6%	-9	39	6%	2%	-3%	1%	9
COc1ccc(OC)c(C2=NOC(C(=O)N3CCN(c4ccccc4)CC3)C2)c1 (stereo not given)	0.2%	1	5	-17%	-9	8	2%	-2%	-2%	-12%	1
CCC(C)c1ccccc1N1CC(C(=O)N2CCN(S(=O)(=O)c3ccc(F)cc3)CC2)CC1=O (stereo not given)	-0.1%	.	0	.	-1	-11	.	-1%	.	.	-1
Cn1cc(CN2CCC(n3nccc3NC(=O)CCCc3ccccc3)CC2)cn1	-0.8%	.	-19	.	-11	-3	-2%	-2%	.	11%	1
CSc1cccc(NC(=O)C(C)NS(=O)(=O)c2ccc(F)cc2)c1 (stereo not given)	-0.1%	2	6	6%	-14	-6	1%	0%	2%	11%	-3
CCCn1c(SCC(=O)NC(=O)Nc2ccc(C)cc2C)n[nH]c1=O	-0.2%	3	8	1%	0	-1	2%	-1%	-2%	-9%	0
COc1cc(/C=N/N2C(=O)c3ccccc3C2=O)ccc1O	-1.6%	3	0	0%	-12	-1	0%	0%	-7%	-4%	-3
CCCCNC(=S)N(C)/N=C/c1c(F)cccc1F	-0.9%	-5	-1	1%	-10	-7	1%	1%	-6%	-10%	5
CCc1ccccc1NC(=S)NCc1ccc2c(c1)OCO2	0.4%	1	-9	?	-2	-1	1%	-1%	-6%	9%	5
CC(C)(C)CN1CCN(Cc2nc(-c3ccc(F)cc3)cs2)CC1CCO (stereo not given)	-0.7%	0	-31	0%	-14	29	0%	-1%	-16%	-5%	11
CC(C)[C@H]1CC[C@@H](C)C(C(=O)c2ccccc2)C1=O (stereo not given in full)	-0.6%	-4	7	-22%	-6	7	3%	-1%	4%	3%	0
Cc1ccc(C2=C/C(=C\c3cccnc3)C(=O)O2)cc1	-0.5%	0	-12	3%	-9	.	2%	-1%	-9%	-2%	28
NCC(O)CN(c1ccccc1)c1ccccc1 (stereo not given)	0.2%	0	-1	-9%	?	-2	1%	1%	5%	-5%	0

The closing 5 compounds of the section before open the next one:
SMILES	B2AR arrestin	FBPA coupling cs	KCNH2 3.1 inh	PKM2 act	Giardia kill	KCNH2 WT inh	GALK inh	USP2a block	Menin MLL FP TR	MLL CXXC-DNA inh	TRPV1 ag
CCc1ccccc1NC(=S)NCc1ccc2c(c1)OCO2	0.4%	1	-9	?	-2	-1	1%	-1%	-6%	9%	5
CC(C)(C)CN1CCN(Cc2nc(-c3ccc(F)cc3)cs2)CC1CCO (stereo not given)	-0.7%	0	-31	0%	-14	29	0%	-1%	-16%	-5%	11
CC(C)[C@H]1CC[C@@H](C)C(C(=O)c2ccccc2)C1=O (stereo not given in full)	-0.6%	-4	7	-22%	-6	7	3%	-1%	4%	3%	0
Cc1ccc(C2=C/C(=C\c3cccnc3)C(=O)O2)cc1	-0.5%	0	-12	3%	-9	.	2%	-1%	-9%	-2%	28
NCC(O)CN(c1ccccc1)c1ccccc1 (stereo not given)	0.2%	0	-1	-9%	?	-2	1%	1%	5%	-5%	0
Cc1cccc(NC(=S)/N=C(\N)Nc2nc(C)c3ccc(C)cc3n2)c1	-0.6%	0	-29	2%	14	-2	-1%	-1%	?	-2%	0
CC(C)(C)NC(=O)CN(C(=O)CS(=O)CC(=O)Nc1ccc(F)cc1)c1cccc(F)c1 (stereo not given)	-0.7%	4	9	-1%	-3	-9	0%	2%	-11%	7%	-1
CCOC(=O)Cc1c(C)nc2c(-c3ccccc3OC)c(C)nn2c1C	0.0%	1	-19	-2%	-4	-3	2%	1%	-7%	-2%	5
c1ccc2c(c1)oc1c(NCCCn3ccnc3)ncnc12	-0.6%	-3	-11	-5%	15	-5	-4%	5%	-13%	0%	0
COc1ccc(NC(=O)/C(=C\c2ccc(F)cc2)NC(=O)c2ccco2)cc1	-0.4%	-2	10	-1%	-5	16	-4%	2%	4%	-2%	0
c1ccc(-c2nnc3n2CCCC3)cc1	-1.2%	1	-6	-2%	-3	2	-2%	3%	-5%	11%	-1
Cc1cccc(NC(=O)CNC(=O)CN2C(=O)NC3(CCCCC3C)C2=O)c1C (stereo not given)	-0.5%	.	-6	.	-15	-1	.	0%	.	.	-3
O=[N+]([O-])c1ccc(S(=O)(=O)Nc2cccc(-c3ccc(N4CCCC4)nn3)c2)cc1	0.0%	.	2	.	-2	14	.	1%	.	.	0
COc1ccc(CCNC(=O)CCN2C(=O)[C@@H]3Cc4ccccc4CN3C2=O)cc1	0.3%	.	5	.	0	-1	-2%	-4%	.	0%	10
Cc1cccc(OCC(=O)Nc2ccc(C(=O)O)cc2NC(=O)COc2cccc(C)c2)c1	-0.3%	.	5	-5%	-2	0	-1%	-1%	.	23%	-7
COc1ccc(Br)cc1/C=N/NC(=O)CN1CCCCC1	0.0%	0	4	1%	5	-18	2%	1%	-20%	-2%	-6
CCn1cc(C2=NC(C)CO2)c2ccccc21 (stereo not given)	-0.4%	0	-71*	-3%	1	-7	-1%	1%	-2%	3%	18
CCN1c2ccccc2-c2nc3ccccc3n2C1c1ccncc1 (stereo not given)	0.0%	2	8	-3%	1	8	0%	3%	-12%	-5%	0

Screens: PubChem, National Center for Advancing Translational Sciences (NCATS)
